Compound activity from PubChem BioAssay.
CSM14.1 death rescue: rescue of cells from ER stress-induced death, primary screen, 384-well, CSM14.1, thapsigargin, ATP luminescence (AID 1222); 190,000 tested, under 10 active; CSM14.1 thapsigargin-induced death rescue, ATP luminescence; higher % means a stronger effect; one-dose cellular ATP content (survival), % at 20 µM; EC50 in µM for titrated hits;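 active means EC50 below 50 µM in the dose-response confirmation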;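 further: death triggered by thapsigargin at about 15 µM added after 2 h compound pretreatment; cell ATP read after overnight thapsigargin exposure of roughly 18 to 22 hours; normalized against plate controls of thapsigargin alone and 5% DMSO vehicle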
TNAP activation fold: human TNAP enzyme activators, primary screen, biochemical, luminescent, no phosphate acceptor, uHTS (AID 1001); Alkaline phosphatase, tissue-nonspecific isozyme (Homo sapiens); purified TNAP, luminescent activation assay, no phosphate acceptor; higher activation fold means a stronger effect; activation fold at 20 µM, or EC50 in µM where a hit was titrated; 0.03% of 200,000 active; in the data active means activation fold from about 3, or a potency from the dose series; inactive means the rest, 99 in 100 with activation fold below about 1.6; further: many of its hits are not listed in these tables
KOR beta-arrestin-1: KOR agonists, beta-arrestin recruitment, primary screen, cell-based, luminescence, uHTS (AID 1777); Kappa-type opioid receptor (Homo sapiens); KOR beta-arrestin recruitment, luminescence; higher % means a stronger effect; one-dose activation, % at 10 µM; EC50 in µM for titrated hits; 0.02% of 280,000 active; in the data active means activation above about 50%, passing the limit was not always enough; further: a part of the inactive calls stands beside numbers as strong as those of hits
KOR beta-arrestin-2: KOR antagonists, beta-arrestin recruitment, cell-based, luminescence, uHTS (AID 1778) | Kappa-type opioid receptor (Homo sapiens) | KOR beta-arrestin recruitment, luminescence, antagonist mode; higher % means a stronger effect | inhibition, % at 10 µM; hits with a dose series show IC50 in µM | 0.091% of 290,000 active; further: strong numbers were not always called active
Yfh1-depleted yeast: enhancers of respiration in Yfh1-depleted yeast, dose response, Friedreich's ataxia, plus single-dose screen (AID 1465); 0.074% of 220,000 active; one-dose fold induction at 50 µM; EC50 in µM for titrated hits; S. cerevisiae Yfh1-off respiration, WST-1 reduction, 72 h; higher fold induction means a stronger effect;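 active means fold induction of absorbance versus untreated yeast above a set limit, then at least 30% activation at any dose in follow-up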;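 further: activators that raise dye reduction in frataxin-depleted yeast; strong numbers were not always called active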
GPR55 activation: GPR55 agonists via beta-arrestin recruitment, primary screen, imaging, U2OS cells, beta-arrestin-GFP redistribution (AID 1961) | G-protein coupled receptor 55 (Homo sapiens) | U2OS GPR55 beta-arrestin-GFP redistribution imaging; higher % means a stronger effect | activation, % at 10 µM; hits with a dose series show EC50 in µM | 0.048% of 290,000 active;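 active means activation above 40% with more than 50 cells counted in the well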;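 further: U2OS osteosarcoma cells stably expressing GPR55 and beta-arrestin-GFP; plate controls were DMSO negative control for no effect and LPI positive control for full effect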
NTR1 ag: agonists of NTR1, primary screen, imaging, U2OS cells, beta-arrestin-GFP, high content (AID 493036) | NTR1-U2OS beta-arrestin-GFP spot imaging, agonist mode | Neurotensin receptor type 1 (Homo sapiens), P30989 | activation, % at 20 µM | 0.17% of 330,000 active;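 active means activation at or above 40% of the spot to cytoplasm intensity ratio, with at least 20 cells analyzed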;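 further: 0% = DMSO without peptide and 100% = 100 nM NTR1 peptide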
Target sequence (P30989 whole entry, looked up): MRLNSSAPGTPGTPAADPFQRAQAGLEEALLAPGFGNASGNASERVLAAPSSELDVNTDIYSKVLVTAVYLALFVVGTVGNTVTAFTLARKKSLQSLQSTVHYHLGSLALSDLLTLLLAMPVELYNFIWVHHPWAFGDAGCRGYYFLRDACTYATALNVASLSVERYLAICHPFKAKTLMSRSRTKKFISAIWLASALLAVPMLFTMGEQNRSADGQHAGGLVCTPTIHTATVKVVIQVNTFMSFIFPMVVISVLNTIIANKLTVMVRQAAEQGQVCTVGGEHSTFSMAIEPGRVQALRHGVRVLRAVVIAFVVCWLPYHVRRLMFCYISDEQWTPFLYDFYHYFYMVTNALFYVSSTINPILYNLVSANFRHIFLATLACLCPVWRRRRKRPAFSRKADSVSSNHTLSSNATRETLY
HEK293 NOD2/NF-kB: NOD2 signaling inhibitors, cell-based, luminescence, uHTS, HEK293 (AID 1566); HEK293 NOD2/NF-kB luciferase reporter, luminescence; higher % means a stronger effect; 0.63% of 290,000 active; inhibition, % at 4 µM; hits with a dose series show EC50 in µM; further: many of its hits are not listed in these tables
NOD1 NF-kB reporter: NOD1 signaling inhibitors, primary screen, cell-based, luminescence, uHTS (AID 1578). NOD1-driven NF-kB luciferase reporter cells, luminescence; higher % means a stronger effect. 1% of 290,000 active. inhibition, % at 4 µM; hits with a dose series show EC50 in µM; in the data active means inhibition mostly above about 36%, no sharp cut-off; inactive means mostly below about 34%;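 further: HEK-293T reporter cells stimulated with the NOD1 agonist gamma-tri-DAP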
NTR1 ag cell count 20 µM: also measured in NTR1 ag; calls as there; cell count; measured here: cell count, cytotoxicity flag
The depositor's hits bear a star; i = inactive; · = no result given; [ ] = dose if it differs, or a comment. Unless noted, no stated cut-off is given here; in the data, active means inhibition above about 50%; inactive means the rest.

No.	Molecule	CSM14.1 death rescue	TNAP activation fold	KOR beta-arrestin-1	KOR beta-arrestin-2	Yfh1-depleted yeast
1	Cc1c(NC(=O)Cn2cc([N+](=O)[O-])cn2)c(=O)n(-c2ccccc2)n1C	1.0%	1.1	-1.9%	0%	i
2	O=[N+]([O-])c1ccc(N/N=C/c2cccnc2)cc1	·	·	8.7%	2%[20 µM]	·
3	O=c1c2cc3c(=O)n(CC4CCCO4)c(=O)c3cc2c(=O)n1CC1CCCO1 (configuration not stated)	-2.8%	1.1	-0.8%	11%	i
4	Fc1ccc(CNCc2ccco2)cc1	·	·	4.6%	-11%	·
5	O=C(NCc1ccccn1)c1cn(CCc2ccccc2)nn1	-0.2%	1.1	-0.8%	-6%	i
6	Cn1c(=O)cc(SCC(=O)N2CCCC2)c2ccc(Cl)cc21	-2.4%	1.1	8.1%	-28%	i
7	O=C(NC(=S)Nc1ccccc1[N+](=O)[O-])c1ccco1	-2.1%	1	-4.5%	23%	i
8	C=CCn1cc(C(=O)NCCOC)c(=O)c2cc(S(=O)(=O)N3CCCCCC3)ccc21	·	·	2.6%	-13%	·

No.	GPR55 activation	NTR1 ag	NTR1 ag cell count 20 µM	HEK293 NOD2/NF-kB	NOD1 NF-kB reporter
1	1.5%	1.3	55	-3%	-22%
2	0.3%	2.1	65	-129%	-3%
3	-0.2%	0.2	53	1%	-21%
4	-0.1%	0.0	72	-12%	-1%
5	-0.2%	-0.3	78	5%	-26%
6	0.2%	1.5	69	5%	14%
7	-0.3%	1.0	50	-3%	-26%
8	-0.1%	-1.0	56	18%	5%

Next part.
No.	Molecule	CSM14.1 death rescue	TNAP activation fold	KOR beta-arrestin-1	KOR beta-arrestin-2	Yfh1-depleted yeast
9	CC(=O)c1cccc(NC(=O)C2(c3ccccc3)CC2(Cl)Cl)c1 (configuration not stated)	0.1%	1.1	-2.0%	5%	i
10	CNC(=S)N1N=C(c2ccccc2)CC1c1ccc(OC)c(OC)c1 (configuration not stated)	0.2%	1.1	-0.6%	17%	i
11	COc1ccc(CNc2ncnc3c2[nH]c2ccccc23)cc1	·	·	2.5%	-17%	i
12	Cc1cccc(NC(=O)c2nc[nH]c2C(=O)N[C@@H](C)C(=O)OC(C)(C)C)c1	·	·	1.7%	10%	i
13	CC1(C)CC(=O)C(N=Nc2cc(S(=O)(=O)N3CCOCC3)ccc2Cl)=C(O)C1	·	·	-1.3%	4%	i
14	CN(C)/C=N/c1cc(=O)[nH]c(=O)n1C	-2.0%	1.1	-0.3%	-9%	i
15	COc1ccccc1NC(=O)c1ccc(NC(=O)CSc2ncn[nH]2)cc1	-0.9%	1.2	-0.8%	-5%	i
16	Cc1ccc(Cl)cc1N1CCN(C(=O)C2CCC(=O)N(C3CCCCCC3)C2)CC1 (configuration not stated)	·	·	-0.2%	-24%	·

No.	GPR55 activation	NTR1 ag	NTR1 ag cell count 20 µM	HEK293 NOD2/NF-kB	NOD1 NF-kB reporter
9	0.1%	-1.1	90	8%	-39%
10	-0.1%	0.4	63	10%	-22%
11	-0.1%	4.7	48	23%	18%
12	-0.1%	12	64	7%	3%
13	0.2%	2.7	57	-16%	10%
14	-0.3%	1.0	72	11%	8%
15	-0.2%	0.7	36	20%	44%
16	20%	3.3	61	44%	19%

Next entries.
No.	Molecule	CSM14.1 death rescue	TNAP activation fold	KOR beta-arrestin-1	KOR beta-arrestin-2	Yfh1-depleted yeast
17	O=C(CSc1nnc(-c2cccnc2)s1)Nc1ccc(C(=O)O)cc1	0.0%	1	6.9%	-12%	i
18	CCn1cc([N+](=O)[O-])c(C(=O)Nc2ccn(Cc3ccccc3F)n2)n1	4.4%	1.1	-2.7%	-70%	i
19	O=C(NCCOc1ccc(F)cc1)C1CCC(=O)N(CCCN2CCOCC2)C1 (configuration not stated)	·	·	1.8%	-1%	·
20	CCOC(=O)c1cc(-c2ccccc2)n(CC2CC(c3ccc(OC)cc3)=NO2)n1 (configuration not stated)	·	·	3.2%	-30%[20 µM]	·
21	COc1ccc(N=Cc2c(O)n(-c3cccc(C)n3)c(=O)c3ccccc23)c(OC)c1	·	·	-3.0%	28%	i
22	O=[N+]([O-])c1cccc(C(=Nc2ccc(Cl)cc2)NO)c1	-2.7%	1.1	-4.1%	40%	i
23	Cc1ccc(CNC(=O)C2C3C=CC(C3)C2C(=O)O)cc1 (configuration not stated)	1.1%	1.1	-1.3%	27%	i
24	O=C(NCc1csc(-c2cccs2)n1)C1CCC1	·	·	-3.0%	-8%	i

No.	GPR55 activation	NTR1 ag	NTR1 ag cell count 20 µM	HEK293 NOD2/NF-kB	NOD1 NF-kB reporter
17	0.6%	0.0	44	15%	30%
18	0.0%	0.5	54	7%	-18%
19	-0.1%	-0.3	82	2%	-11%
20	-0.2%	2.3	45	26%	-18%
21	-0.3%	2.0	61	11%	-1%
22	0.0%	0.6	70	5%	-18%
23	-0.1%	-2.0	80	13%	0%
24	-0.2%	-0.2	40	-37%	-11%

Other results.
No.	Molecule	CSM14.1 death rescue	TNAP activation fold	KOR beta-arrestin-1	KOR beta-arrestin-2	Yfh1-depleted yeast
25	COc1cccc(-c2nn(-c3ccccc3)cc2CN2CCCO2)c1	0.2%	1.1	·	-9%[20 µM]	i
26	C1CCN=C(NC23CC4CC(CC(C4)C2)C3)CC1	-3.2%	1.1	0.5%	32%	i
27	O=C(CN(C(=O)c1csnn1)c1cccc(F)c1)NCc1ccc2c(c1)OCO2	·	·	5.7%	-42%	·
28	O=C(N/N=C/c1ccc(Cl)cc1Cl)Nc1ccccc1	1.8%	1	6.7%	-23%	i
29	CN(c1ccc(C(=O)Nc2ccc(F)cc2F)cc1)S(=O)(=O)c1ccccc1	·	·	3.4%	-4%	·
30	Cc1ccc(NC(=O)CSc2nc(O)c(Cc3ccccc3)c(=O)n2-c2ccccc2)cc1	2.4%	1.2	4.3%	13%	i
31	CCN1CCN(CC(=O)Nc2ccc(S(=O)(=O)N3C(C)CCCC3C)cc2)CC1 (configuration not stated)	·	·	3.6%	2%	·
32	O=C(Nc1nnc(CC2=CCCCC2)s1)c1cccs1	2.9%	1.1	-3.0%	-6%	i

No.	GPR55 activation	NTR1 ag	NTR1 ag cell count 20 µM	HEK293 NOD2/NF-kB	NOD1 NF-kB reporter
25	-0.1%	1.0	47	7%	-29%
26	-0.2%	1.2	86	-7%	-24%
27	-0.4%	-1.4	49	-12%	-17%
28	-0.1%	16	50	-50%	-28%
29	0.0%	0.7	60	14%	-7%
30	-0.3%	1.9	83	10%	-15%
31	-0.2%	-0.3	52	-10%	-16%
32	-0.1%	1.6	71	-39%	-46%

(more compounds)
No.	Molecule	CSM14.1 death rescue	TNAP activation fold	KOR beta-arrestin-1	KOR beta-arrestin-2	Yfh1-depleted yeast
33	C=C(C)C1CC=C(C)/C(=N/NC(=O)c2ccc(NC(=O)CC)cc2)C1 (configuration not stated)	-4.5%	1	4.4%	-20%	i
34	CCOC(=O)c1oc2ccc(CNCCO)c(Cl)c2c1C	0.1%	1	3.6%	26%	i
35	Nc1nc(-c2cccnc2)nn1C(=O)c1ccc(F)cc1	-0.1%	1	2.7%	-4%	i
36	CC(=O)NNC(=O)C(O)(c1ccccc1)c1ccccc1	1.4%	1	-0.4%	-6%	i
37	CC(NCC1COc2ccccc2O1)C(=O)NCc1ccccc1 (configuration not stated)	-0.7%	1.1	0.3%	-12%	i
38	CCN1/C(=C2/OC(=S)N(C)C2=O)Sc2ccccc21	-0.9%	1.1	-0.2%	12%	i
39	O=C(CSc1nnc(COc2ccccc2)o1)N1CCCCC1	·	·	-1.9%	-15%	·
40	Cc1ccc(S(=O)(=O)N[C@@H](CO)C(=O)N[C@@H](Cc2ccc(O)cc2)C(=O)O)cc1	·	·	0.2%	8%	·

No.	GPR55 activation	NTR1 ag	NTR1 ag cell count 20 µM	HEK293 NOD2/NF-kB	NOD1 NF-kB reporter
33	0.0%	0.3	74	-7%	12%
34	0.3%	0.6	67	-32%	-44%
35	-0.1%	·	·	19%	-8%
36	-0.1%	-3.7	80	3%	4%
37	-0.1%	0.9	66	21%	-8%
38	-0.1%	·	·	-2%	-7%
39	·	-0.5	34	-16%	6%
40	-0.3%	0.4	48	7%	-14%

New compounds follow:
No.	Molecule	CSM14.1 death rescue	TNAP activation fold	KOR beta-arrestin-1	KOR beta-arrestin-2	Yfh1-depleted yeast
41	Cc1cc(C)nc(Nc2nc(-c3ccccc3)cs2)n1	·	·	-1.6%	-23%	·
42	CCCC(C)NC(=O)CSc1nc(-c2ccccc2)cn1N (configuration not stated)	0.0%	1.1	-6.8%	3%	i
43	O=[N+]([O-])c1cccnc1N1CCN(Cc2ccc3c(c2)OCO3)CC1	·	·	·	-3%[20 µM]	·
44	COC(=O)c1cc(S(=O)(=O)N(C)Cc2ccco2)c[nH]1	·	·	-5.2%	3%	·
45	CCOC(=O)c1cc(NC(=O)CSCCO)ccc1Cl	-1.7%	1.1	2.8%	-10%	i
46	COc1ccc(C(=O)Oc2ccc(F)cc2C(=O)/C=C/c2ccc(OC)c(OC)c2)cc1	-2.5%	1.1	5.8%	-35%	·

No.	GPR55 activation	NTR1 ag	NTR1 ag cell count 20 µM	HEK293 NOD2/NF-kB	NOD1 NF-kB reporter
41	-0.2%	2.4	51	-198%	-72%
42	0.2%	-0.4	77	12%	-24%
43	-0.1%	-0.8	67	3%	-8%
44	-0.2%	0.3	64	1%	-6%
45	-0.1%	3.3	54	0%	-12%
46	1.5%	6.1	39	10%	-7%

From no. 40 up to 46, copied from above:
No.	Molecule	CSM14.1 death rescue	TNAP activation fold	KOR beta-arrestin-1	KOR beta-arrestin-2	Yfh1-depleted yeast
40	Cc1ccc(S(=O)(=O)N[C@@H](CO)C(=O)N[C@@H](Cc2ccc(O)cc2)C(=O)O)cc1	·	·	0.2%	8%	·
41	Cc1cc(C)nc(Nc2nc(-c3ccccc3)cs2)n1	·	·	-1.6%	-23%	·
42	CCCC(C)NC(=O)CSc1nc(-c2ccccc2)cn1N (configuration not stated)	0.0%	1.1	-6.8%	3%	i
43	O=[N+]([O-])c1cccnc1N1CCN(Cc2ccc3c(c2)OCO3)CC1	·	·	·	-3%[20 µM]	·
44	COC(=O)c1cc(S(=O)(=O)N(C)Cc2ccco2)c[nH]1	·	·	-5.2%	3%	·
45	CCOC(=O)c1cc(NC(=O)CSCCO)ccc1Cl	-1.7%	1.1	2.8%	-10%	i
46	COc1ccc(C(=O)Oc2ccc(F)cc2C(=O)/C=C/c2ccc(OC)c(OC)c2)cc1	-2.5%	1.1	5.8%	-35%	·

No.	GPR55 activation	NTR1 ag	NTR1 ag cell count 20 µM	HEK293 NOD2/NF-kB	NOD1 NF-kB reporter
40	-0.3%	0.4	48	7%	-14%
41	-0.2%	2.4	51	-198%	-72%
42	0.2%	-0.4	77	12%	-24%
43	-0.1%	-0.8	67	3%	-8%
44	-0.2%	0.3	64	1%	-6%
45	-0.1%	3.3	54	0%	-12%
46	1.5%	6.1	39	10%	-7%

Some of the compounds tested; rates above refer to the full screens.
